MPTP block = inhibitors of mitochondrial permeability transition pore; isolated mouse mitochondria, Ca2+ swelling absorbance, 30 min; inhibition, % at 10 µM; hit rate 1.4% among 360,000; AID 602449;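 active = inhibition of 50% or more, scaled per plate between neutral and stimulator controls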;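 also: 0% = DMSO wells given calcium and 100% = 1 mM EGTA wells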
NLRP3 yeast inh = inhibitors of NALP3 inflammasome in yeast; inhibition, % at 10 µM; Yeast reconstituted NLRP3/ASC/caspase-1, beta-gal luminescence, 24 h; hit rate 0.39% among 330,000;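 active = inhibition of 50% or more; inactive = inhibition below 50%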;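 also: plate controls were induced DMSO wells for no effect and uninduced yeast grown without galactose for full effect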
APJ ag = agonists of human APJ apelin receptor; P35414; CHO-K1 APJ PathHunter beta-arrestin, luminescence; 0% DMSO wells, 100% apelin; activation, % at 20 µM; hit rate 0.11% among 330,000; AID 2520;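 active = activation more than six SD over the plate average, tested at 20 µM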;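 also: 0% = DMSO alone and 100% = apelin-13 at 10 nM; some results filed as inactive read as strong as hits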
Target sequence (P35414 whole entry, looked up): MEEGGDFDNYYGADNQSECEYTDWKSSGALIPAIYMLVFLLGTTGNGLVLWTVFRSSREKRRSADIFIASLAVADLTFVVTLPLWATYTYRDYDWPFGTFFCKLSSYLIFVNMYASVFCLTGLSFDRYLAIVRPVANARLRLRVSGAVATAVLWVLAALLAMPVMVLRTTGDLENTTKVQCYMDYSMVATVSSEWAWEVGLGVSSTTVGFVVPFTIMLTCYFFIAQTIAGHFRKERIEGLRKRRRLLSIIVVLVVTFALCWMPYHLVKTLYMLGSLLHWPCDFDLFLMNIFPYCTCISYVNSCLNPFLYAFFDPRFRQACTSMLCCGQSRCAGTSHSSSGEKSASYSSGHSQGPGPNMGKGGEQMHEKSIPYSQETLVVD
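Assay system – PathHunter CHO-K1 APJ (AGTRL-1) beta-arrestin reporter cells · Compound – one dose, 20 µM compound, 1% DMSO · Timing – compound 90 min 25 °C, reagent 1 h · Measured by – luminescence from split beta-galactosidase complementation, Galacton Star/Emerald II substrate · Measure – beta-arrestin recruitment to APJ as agonist activity, luminescent signal · Benchmarks – DMSO vs Apelin-13 10 nM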
beta cell repl = inducers of beta-cell replication in MIN6 cells; hit rate 0.29% among 330,000; proliferation, % at 10 µM; MIN6 cells proliferation, ATPlite luminescence, 48 h; cells starved in 0.2% serum; 100% = growth in 10% serum; AID 2380;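 active = compounds whose signal lies at least 3.5 SD above the mean of all wells on their plate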;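 also: 0% = DMSO-treated cells in low-serum medium and 100% = 10% serum control; some compounds called inactive have numbers as strong as hits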
GRIN3A LBD mod = modulators (binders) of human NR3A ligand-binding domain | NR3A LBD differential scanning fluorimetry, Tm shift; 0% = protein alone, 100% = glycine-bound protein | Tm shift relative to glycine control, % at 25 µM | hit rate 2.5% among 340,000 | AID 1259313;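 active = melting temperature shift of at least 10% of the positive control shift, at one fixed dose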
tim23-1 inh = tim23-1 yeast growth inhibition | hit rate 1.3% among 330,000 | S. cerevisiae tim23-1 growth, BacTiter-Glo luminescence, 24 h | AID 463212 | inhibition, % at 20 µM;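 active = growth inhibition of the mutant yeast at or above 50%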;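 also: temperature-sensitive mutant grown at 25 °C; plate controls were DMSO-treated mutant yeast for no effect and medium wells lacking yeast for full effect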
APJ antag = APJ receptor antagonism; inhibition, % at 20 µM; P35414; hit rate 0.32% among 330,000; AID 2521; CHO-K1 APJ beta-arrestin complementation, luminescence;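 active = inhibition above about 40% at 20 µM, limit read from the data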;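 also: cells challenged with 10 nM apelin-13 agonist together with compound; plate controls were apelin-13 plus DMSO wells for no effect and DMSO wells lacking apelin-13 for full effect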
tim10-1 inh = tim10-1 yeast growth inhibition; hit rate 2.2% among 330,000; AID 463190; S. cerevisiae tim10-1 ts strain growth, BacTiter-Glo, 24 h; inhibition, % at 20 µM;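 active = inhibition of at least 40%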;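 also: mutant grown at 25 °C; 0% = DMSO wells with yeast and 100% = wells holding no yeast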
TIM10 inh = inhibits growth of TIM10 yeast strain. AID 463195. hit rate 1.4% among 330,000. S. cerevisiae TIM10 strain growth, BacTiter-Glo luminescence, 24 h. inhibition, % at 10 µM;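 active = inhibition of 40% or more at the single tested concentration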;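 also: wild-type TIM10 isogenic control strain grown at permissive 25 °C; 0% = DMSO yeast wells and 100% = minimal medium wells without yeast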
* hit, by the source's call; . = not tested or not shown; & = joins results of further samples.

SMILES	MPTP block	NLRP3 yeast inh	APJ ag	beta cell repl	GRIN3A LBD mod	tim23-1 inh	APJ antag	tim10-1 inh	TIM10 inh
O=C(CCC(=O)N1CCOc2ccccc21)NCc1ccccn1	-1.3	0	0	0	-12	-2	11	10	-1
COc1cc2c(cc1OC)C(C(=O)NCC1COc3ccccc3O1)C(c1cccnc1)N(C)C2=O (stereo not given)	.	10	-9	2	-1	7	6	10	9
CC1CN(C(=O)c2cccc(Oc3ccccc3)c2)CC(C)O1 (stereo not given)	0.0	25	-2	0	1	29	-1	21	9
Cc1ccc2nc(-c3ccncc3)cc(-c3ccccc3)c2c1	0.2	13	-5	-6	3	42	-3	33	28
Cc1c(NS(=O)(=O)c2ccc(N3CCCCC3)c([N+](=O)[O-])c2)c(=O)n(-c2ccccc2)n1C	0.6	8	-3	0	0	1	16	3	17
O=c1[nH][nH]c(=S)n1C1CCCCC1	.	-12	0	-1	5	19	0	14	21
CCc1cccc(C)c1NS(=O)(=O)c1cc(Br)cnc1N	1.0	-3	-3	-2	-13	29	5	27	34
COc1ccccc1N1CCN(S(=O)(=O)/C=C/c2ccccc2)CC1	-0.6	15	-5	2	1	22	7	22	16
CCOC(=O)/C=C1\SCC(=O)N1CC(=O)NC(C)c1ccc(F)cc1 (stereo not given)	16	-8	-4	-2	-5	-10	0	12	5
Cc1cccc(NC(=O)CSc2nc3[nH]ncc3c(=O)[nH]2)c1	-2.5	-1	-2	1	1	8	-5	-7	12
COc1cccc2cc(C(=O)NC3CC4CCC3C4)oc12 (stereo not given)	-0.3	26	-3	1	-1	41	15	1	-7
Cc1nc(C)n(C(C)CNC(=O)c2ccccc2)n1 (stereo not given)	1.7	9	-3	0	0	7	-14	4	-5
Cc1cc(C)n(Cc2ccccc2F)c(=O)c1C#N	0.8	9	-2	1	0	-12	-3	6	-4
Cc1ccc(Cl)cc1N1CCN(Cc2cc(=O)n3ccsc3n2)CC1	-5.5	23	0	-1	1	13	-7	17	2
CCCCC(=O)Oc1c(S(=O)(=O)c2ccccc2)c(C)nn1C(C)(C)C	-1.0	-4	-1	-6	0	37	15	34	22
Oc1ccc(/C=N/Nc2ccnc3cc(Cl)ccc23)c(O)c1O	8.4	26	7	-4	18*	-14	-54	2	-5
O=C(c1ccc(F)cc1)N1CCN2C(=O)c3ccccc3C12c1ccc(Cl)cc1 (stereo not given)	-1.6	8	-3	-3	0	15	7	16	1
C/C(=N\NC(=O)c1csc(C)c1C)c1ccc(Cl)s1	-1.4	-6	1	0	2	6	6	20	10
CC1CCCN(C(=O)CNS(=O)(=O)c2cccs2)C1 (stereo not given)	0.5	6	-3	-1	-3	6	8	6	-10
COc1ccc(/C=N/OCc2nc3c4c(ncn3n2)Oc2ccc3ccccc3c2C4c2ccccc2)cc1 (stereo not given)	0.9	11	-2	-3	0	10	-4	12	-5
COCCN(C(=O)COC(=O)CCOc1ccccc1C)c1c(N)n(Cc2ccccc2)c(=O)[nH]c1=O	-1.5	8	0	-1	-1	-2	-46	-11	4
Cc1cc(C)n(CCCNC(=O)c2ccco2)n1	1.1	-3	-3	-3	0	11	-44	10	4
O=C(COc1ccc(Cl)cc1)N/N=C/c1cccc2cccnc12	-0.2	24	1	-6	-9	-3	8	-12	-2
O=C(N[C@H]1CC1c1ccccc1)c1ccc([N+](=O)[O-])cc1 (stereo not given in full)	2.0	30	1	1	1	-28	1	-26	30
CCS(=O)(=O)N1CCCC(C(=O)NCCN(C)Cc2ccccc2)C1 (stereo not given)	-2.5	15	-2	-2	0	2	2	-3	2
CN(Cc1ccccc1)C(=O)c1ccc(NC(=O)Cc2cccc(NC(=O)C3CCN(C(=O)C4CCCCC4)CC3)c2)cc1	1.0	5	-1	-4	-7	22	4	14	-2
CCOC(=O)C1CCN(C(=O)COc2ccc(Br)cc2Br)CC1	11	22	-4	0	-1	17	3	-32	-19
CCCc1nc(-c2ccccc2)c(-c2ccc(OC)c(OC)c2)c(=O)[nH]1	-0.2	5	-2	-3	2	20	-8	16	3
CCC12CN3CC(CC)(CN(C1)C3c1ccccc1Cl)C2O (stereo not given)	-1.7	-9	7	-2	0	4	-11	5	4
O=C(Nc1nnc(/C=C/c2ccccc2)s1)c1ccco1	1.2	27	1	-2	1	47	15	34	34
COc1ccc(-c2cc(C(=O)NCc3cn(C)nc3C)c3ccccc3n2)cc1OC	-0.2	16	-2	-2	2	6	9	3	2
COCCN(C(=O)CNC(=O)c1ccco1)C(C(=O)NC1CCCC1)c1ccc(F)cc1 (stereo not given)	0.2	16	0	-1	1	-1	2	-13	-16
C[C@H](CO)N1C[C@H](C)[C@@H](CN(C)C(=O)Nc2ccc(C(F)(F)F)cc2)Oc2ccc(NS(=O)(=O)c3ccccc3)cc2C1=O	0.8	5	-2	-2	-8	-3	-2	-6	-4
CC1=N/C(=C/c2ccc([N+](=O)[O-])cc2)C(=O)N1c1ccc(Cl)cc1Cl	1.4	4	4	-4	-12	3	-12	1	4
Cc1cc(C)cc(N(CC(=O)N2CCOCC2)S(=O)(=O)c2ccccc2)c1	-0.5	12	-4	0	0	18	8	14	17
COc1ccc(CN(C(=O)c2ccco2)c2ccc(C)cc2)cc1OC	-1.0	8	0	-2	-1	10	14	16	6
O=C(CN1C(=O)NC2(CCCC2)C1=O)N1CCN(S(=O)(=O)c2ccccc2)CC1	-1.5	19	-2	-2	-1	-4	10	1	5
CCN(CC)c1cc(C)c2cc(NC(=O)c3ccc(Br)o3)ccc2n1	4.9	24	1	-5	-5	23	-26	-2	1
COc1cc(S(=O)(=O)N2CCN(c3ccccn3)CC2)ccc1Br	0.9	25	-1	-2	1	38	5	4	-6
CCN(CC)S(=O)(=O)c1ccc2c(c1)c(=O)c(C(=O)N1CCOCC1)cn2C	0.4	6	-2	-1	-1	-1	-15	7	-12
CC1CN(C(=O)c2c([N+](=O)[O-])cnn2C)CC(C)O1 (stereo not given)	0.5	0	0	1	0	3	-15	6	0
CCCc1c(C)nc(N2CCN(c3ccccc3OC)CC2)[nH]c1=O	0.1	7	0	-3	-1	12	3	1	23
CCC(C)NCCOCCOc1ccc(Br)cc1 (stereo not given)	0.0	8	-3	0	0	-1	2	0	-6
Cc1ccc(CN(C)C(=O)c2cccc(S(=O)(=O)N3CCN(Cc4ccccc4)CC3)c2)o1	4.0	22	0	-1	2	35	6	35	8
O=C(c1ccc(-c2cc(O)c3ncccc3c2)cc1)N1CCNCC1	-4.3	31	3	-2	1	0	-14	-2	-26
CCOc1cc(C(=O)N/N=C/C2CC=CCC2)cc(OCC)c1OCC (stereo not given)	-0.7	8	2	-1	-10	25	-23	16	18
CCOC(=O)CN(C(=O)CSc1nnc(-c2ccc(OC)c(OC)c2)o1)c1ccc(F)cc1	2.6	3	0	-1	1	29	5	30	13
CCC(C)[C@H](NC(=O)Nc1ccccc1F)C(=O)OC (stereo not given in full)	1.6	10	1	-2	4	-11	9	-19	5
COc1ccccc1CNC(=O)CN1C(=O)NC2(CCCC2)C1=O	-0.9	7	-1	-2	2	10	16	0	14
Cn1c(CS(=O)Cc2c(Cl)cccc2Cl)nnc1SCc1c(Cl)cccc1Cl (stereo not given)	2.9	-4	-2	0	4	39	14	32	35
COC(=O)c1ccc(NC(=S)NC(=O)C2CCC2)cc1	0.6	21	3	1	-1	50	11	35	22
C/C=C/c1ccc(OCCCn2cncn2)c(OC)c1	-0.6	11	-2	-1	1	11	4	18	-4
COC(=O)c1ccc(OC(=O)CN2C(=O)c3ccccc3C2=O)cc1	3.0	31	-3	2	-1	4	16	13	-8
Cn1c(=NC(=O)COc2ccccc2)sc2ccccc21	-0.4	60*	-3	-3	-2	8	6	-24	-7
CC(C)Cn1c(-c2ccco2)nc2c(c(=O)c3ccccc3n2C)c1=O	.	19	0	0	.	50*	10	34	25
COc1ccc(C)cc1NC(=O)C(Sc1nnnn1C)c1ccccc1 (stereo not given)	-4.7	24	-4	3	0	9	7	18	11
O=S(=O)(Nc1ccccc1N1CCCCC1)c1ccc(F)cc1F	-1.8	7	-1	0	2	18	20	22	16
COc1ccc(Cn2ccnc2SCC(=O)NC2CCCCC2)cc1	0.0	3	-4	5	1	22	-3	12	-2
O=C(Cc1ccc([N+](=O)[O-])cc1)N/N=C/c1ccccc1F	1.1	10	0	-4	2	13	3	0	6
CCOC(=O)C1(CCc2ccccc2)CCN(C(=O)C(C)n2cncn2)CC1 (stereo not given)	1.1	6	-2	0	1	8	5	9	4

Next compounds follow.
SMILES	MPTP block	NLRP3 yeast inh	APJ ag	beta cell repl	GRIN3A LBD mod	tim23-1 inh	APJ antag	tim10-1 inh	TIM10 inh
COc1cccc(CNC(=O)CCNS(=O)(=O)c2cccc3nsnc23)c1	-1.5	14	-1	-2	0	2	12	-8	-4
O=C(OCc1cccc([N+](=O)[O-])c1)c1cccnc1Cl	-1.1	20	0	0	-4	7	7	-3	13
CS(=O)(=O)NN1C(=O)c2ccccc2NC1c1cccc2cccnc12 (stereo not given)	0.2	16	-4	-3	-1	23	-10	11	0
O=C(C=C1SCCS1)/C=C/c1ccco1	1.5	0	-1	-4	0	20	15	14	5
Cc1noc(C(C)C)c1C(=O)Nc1ccc(-c2nnc3n2CCCCC3)cc1	-1.9	7	0	1	3	2	-10	-16	-1
CCNC(=O)NC(=O)C(C)Oc1ccc(C(=O)OC)cc1 (stereo not given)	-1.2	-10	-1	-4	2	-6	17	-8	2
Cn1nnnc1SCC(=O)Nc1ccccc1[N+](=O)[O-]	-1.5	-1	5	-3	2	24	7	11	2
COC(=O)C1=C(C)NC(C)=C(C(=O)OC)C1C(=O)OCCN1C(=O)c2ccccc2C1=O	0.3&0.4	7	1	-1	-1&0	-7	10	-10	-5
O=[N+]([O-])c1cccc(S(=O)(=O)Nc2cccc(-c3ccc(N4CCCC4)nn3)c2)c1	0.1	14	14	6	0	18	-20	15	12
CC1=C(C(=O)OC2CCCC2)C(c2ccc(C)o2)C2=C(CC(c3cccs3)CC2=O)N1 (stereo not given)	8.2	9	-3	-6	-15	38	4	24	23
O=c1[nH]c(CO)nc2c1oc1ccccc12	-0.6	9	-1	-2	2	8	32	13	-2
Cc1cc(NC(=O)Nc2cccc(C(F)(F)F)c2)no1	76*	28	3	-3	589*	24	-29	19	16
O=C(Nc1cccc(C(F)(F)F)c1)C1CCCCC1	-3.1	24	1	-2	-6	38	1	33	20
CCCN1CCN(S(=O)(=O)c2cc3c(cc2C)NC(=O)CO3)CC1	-0.8	8	-2	-3	2	-5	13	-22	-7
OCCN1CCN(c2ncnc3sc4c(c23)CCCC4)CC1	0.0	17	3	-1	-1	-2	8	-7	-6
COc1ccc(NS(=O)(=O)c2cccc(C(=O)NNC(=O)CNC(=O)c3cccc(C)c3)c2)cc1	-1.0	8	3	9.7*	-1	-6	-4	-13	-4

Compound profiles, as listed above:
O=C(OCc1cccc([N+](=O)[O-])c1)c1cccnc1Cl as listed: MPTP block: -1.1; NLRP3 yeast inh: 20; APJ ag: 0; beta cell repl: 0; GRIN3A LBD mod: -4; tim23-1 inh: 7; APJ antag: 7; tim10-1 inh: -3; TIM10 inh: 13
COc1ccc(NS(=O)(=O)c2cccc(C(=O)NNC(=O)CNC(=O)c3cccc(C)c3)c2)cc1 as listed: MPTP block: -1.0; NLRP3 yeast inh: 8; APJ ag: 3; beta cell repl: 9.7*; GRIN3A LBD mod: -1; tim23-1 inh: -6; APJ antag: -4; tim10-1 inh: -13; TIM10 inh: -4

Screening data from PubChem BioAssay.
